NOD2 inhibition: NOD2 signaling inhibitors, cell-based, luminescence, uHTS, HEK293 (AID 1566) | 290,000 tested, 0.63% active | inhibition, % at 4 µM; hits with a dose series show EC50 in µM | HEK293 NOD2/NF-kB luciferase reporter, luminescence; higher % means a stronger effect; further: many of its hits are not listed in these tables
NTR1 agonist: agonists of NTR1, primary screen, imaging, U2OS cells, beta-arrestin-GFP, high content (AID 493036); 330,000 tested, 0.17% active; P30989; activation, % at 20 µM; NTR1-U2OS beta-arrestin-GFP spot imaging, agonist mode;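 active means activation at or above 40% of the spot to cytoplasm intensity ratio, with at least 20 cells analyzed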;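 further: 0% = DMSO without peptide and 100% = 100 nM NTR1 peptide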
Target sequence (P30989 whole entry, looked up): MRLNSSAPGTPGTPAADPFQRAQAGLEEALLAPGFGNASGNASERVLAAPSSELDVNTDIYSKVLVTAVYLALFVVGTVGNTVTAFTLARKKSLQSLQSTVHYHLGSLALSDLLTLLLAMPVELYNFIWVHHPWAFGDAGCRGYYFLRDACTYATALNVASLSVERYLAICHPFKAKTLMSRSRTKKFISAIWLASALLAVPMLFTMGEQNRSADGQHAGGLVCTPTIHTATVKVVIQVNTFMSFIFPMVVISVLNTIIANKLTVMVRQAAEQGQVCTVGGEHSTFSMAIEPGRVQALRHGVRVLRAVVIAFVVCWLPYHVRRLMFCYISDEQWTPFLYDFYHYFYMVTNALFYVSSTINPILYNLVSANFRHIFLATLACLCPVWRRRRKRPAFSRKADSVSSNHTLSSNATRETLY
KOR beta-arrestin-1: KOR agonists, beta-arrestin recruitment, primary screen, cell-based, luminescence, uHTS (AID 1777). KOR beta-arrestin recruitment, luminescence; higher % means a stronger effect. one-dose activation, % at 10 µM; EC50 in µM for titrated hits. 280,000 tested, 0.02% active; in the data active means activation above about 50%, passing the limit was not always enough; further: a part of the inactive calls stands beside numbers as strong as those of hits
GPR55 antagonists: inhibition of LPI-stimulated GPR55 beta-arrestin translocation – imaging, U2OS, beta-arrestin-GFP, LPI agonist, primary screen (AID 2013) | U2OS GPR55 beta-arrestin-GFP translocation imaging, LPI antagonism; higher % means a stronger effect | inhibition, % at 10 µM, or IC50 in µM where a hit was titrated | 290,000 tested, 0.13% active;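 active means spots per cell inhibited over 60%, with over 100 cells counted and total cytoplasm intensity under 500,000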;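 further: U2OS cells stably carrying GPR55 and arrestin-GFP stimulated by 5 µM LPI near EC80; imaged beta-arrestin-GFP aggregate spots per cell after agonist stimulation; plate controls were LPI-stimulated DMSO wells for no effect and DMSO wells without LPI for full effect; some results filed as inactive read as strong as hits; confirmed hits need IC50 under 10 µM and bright autofluorescent wells are also inconclusive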
KOR beta-arrestin-2: KOR antagonists, beta-arrestin recruitment, cell-based, luminescence, uHTS (AID 1778); KOR beta-arrestin recruitment, luminescence, antagonist mode; higher % means a stronger effect; inhibition, % at 10 µM; hits with a dose series show IC50 in µM; 290,000 tested, 0.091% active; further: strong numbers were not always called active
T cell modulator: T cell immune modulators affecting CD8 T cell-vesicle binding; AID 2052; 2C CD8+ T cell-vesicle binding, flow cytometry; hits give low values; calls only at 7 µM; 330,000 tested, 0.068% active;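 active means response, share of CD8 T cells binding vesicles, and their 90th percentile fluorescence all below set limits, cut at about 80% in these data, passing the limit was not always enough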
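Incubation: binding step 1.5 h, 37 °C, antibody labelling 20 min, ice; system: murine 2C transgenic CD8+ T lymphocytes; technique: cytometric PE anti-B7-1 and Alexa647 anti-CD8 signals after 1% paraformaldehyde fixation; also added: QL9-charged Drosophila Ld/ICAM-1/B7-1 vesicles; control set: naked versus QL9-loaded vesicles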
GPR55 beta-arrestin: selective activators of receptor GPR55 – imaging, U2OS cells, beta-arrestin-GFP redistribution, primary screen (AID 1961). U2OS GPR55 beta-arrestin-GFP redistribution imaging; higher % means a stronger effect. one-dose activation, % at 10 µM; EC50 in µM for titrated hits. 290,000 tested, 0.048% active;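 active means activation above 40% with more than 50 cells counted in the well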;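 further: U2OS osteosarcoma cells stably expressing GPR55 and beta-arrestin-GFP; plate controls were DMSO negative control for no effect and LPI positive control for full effect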
Myeloid diff 2: myeloid differentiation induction; ER-HoxA9 myeloid progenitors, lysozyme-GFP differentiation, flow cytometry; calls only at 10 µM; 360,000 tested, 1% active; AID 624256;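 active means normalized GFP-positive differentiation at or above the plate's own cutoff, the solvent-only control mean plus 3 SD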;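 further: cells exposed to compound for four days before flow analysis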
NOD1 inhibition: NOD1 signaling inhibitors, primary screen, cell-based, luminescence, uHTS (AID 1578). NOD1-driven NF-kB luciferase reporter cells, luminescence; higher % means a stronger effect. one-dose inhibition, % at 4 µM; EC50 in µM for titrated hits. 290,000 tested, 1% active; in the data active means inhibition mostly above about 36%, no sharp cut-off; inactive means mostly below about 34%;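 further: HEK-293T reporter cells stimulated with the NOD1 agonist gamma-tri-DAP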
T cell modulator vesicle-bound %: also measured in T cell modulator; calls as there; double positive events, %; measured here: CD8+ vesicle-bound cell fraction;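 binding gate set so that unloaded-vesicle control wells show 10% double positive cells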
NTR1 agonist cell count 20 µM: recorded beside NTR1 agonist, whose call it bears; cell count; measured here: cell count, cytotoxicity flag
Myeloid diff 2 GFP+ MAC1+ %: also measured in Myeloid diff 2; calls as there; GFP+ MAC1+ double positive, %; measured here: differentiation confirmed by MAC1 staining
* marks the source's active call; other numbers are inactive results; i = inactive; . = not tested or not shown; + = active, no number; [ ] = dose if it differs, or a comment. Unless noted, no stated cut-off is given here; in the data, active means inhibition above about 50%; inactive means the rest.

SMILES | NOD2 inhibition | NTR1 agonist | NTR1 agonist cell count 20 µM | KOR beta-arrestin-1 | GPR55 antagonists | KOR beta-arrestin-2 | T cell modulator | T cell modulator vesicle-bound % | GPR55 beta-arrestin | Myeloid diff 2 | Myeloid diff 2 GFP+ MAC1+ % | NOD1 inhibition
CC(=O)Nc1cc2nc(C)n(Cc3ccccc3)c2nc1C | -4% | -0.5 | 80 | 0.9% | 20% | 19% | i | 24 | -0.1% | i | 0.5 | -4%
CCNC(=O)CN(c1ccccc1OC)S(=O)(=O)c1cccs1 | 7% | 2.2 | 48 | 3.8% | 4% | -29% | i | 56 | -0.3% | i | 5.9 | 1%
COc1ccccc1CC(NC(C)=O)C(=O)NC1CCN(C(=O)c2ccc([N+](=O)[O-])cc2)CC1 (stereo unspecified) | 11% | 1.8 | 82 | -7.4% | 9% | 3% | i | 35 | 0.8% | i | 0.2 | -12%
Cc1ccccc1Nc1ccc2nonc2c1[N+](=O)[O-] | 18% | -1.4 | 102 | -1.4% | -1% | -9% | i | 42 | 0.0% | i | 1.7 | -9%
Cc1ccc(NC(=O)CCN2CC(C)OC(C)C2)cc1 (stereo unspecified) | 10% | 0.0 | 73 | 2.7% | 9% | -5%[20 µM] | i | 35 | 0.4% | i | 0.5 | -18%
FC(F)(F)c1ccccc1-c1nc(-c2ccncc2)no1 | 17% | -0.8 | 86 | -0.3% | 6% | -12% | i | 46 | 0.0% | i | 0.4 | -5%
CCC(Sc1nc(N)cc(=O)[nH]1)C(=O)NC(C(=O)OC)c1ccccc1 (stereo unspecified) | 17% | -0.3 | 41 | -5.8% | 3% | 20% | i | 52 | -0.1% | . | . | -22%
CCOC(=O)c1c(C)[nH]c2cc(Br)c(OC)cc12 | -16% | 2.2 | 45 | 9.8% | 0% | -78% | i | 42 | -0.2% | i | 0.0 | 27%
CCN1CCN(C(=O)C2=CC(c3ccc(OC)cc3)=NS(=O)(=O)N2C)CC1 | 16% | 0.4 | 88 | 2.3% | -6% | -6%[20 µM] | i | 28 | 0.6% | i | 1.6 | 52%
COC(=O)CNC(=O)COC(=O)C(Cc1ccccc1)NC(=O)c1ccco1 (stereo unspecified) | 11% | -3.0 | 70 | 5.9% | -6% | -3% | i | 42 | -0.2% | i | 0.4 | 18%
CCOc1ccc(-n2c(=O)c3sccc3n(Cc3ccc(C)cc3)c2=O)cc1 | -5% | 0.7 | 64 | 2.8% | 7% | 1% | i | 36 | -0.4% | i | 0.5 | 7%
CSc1ccccc1OCc1cc(C(=O)N2CCN3CCCC3C2)no1 (stereo unspecified) | -3% | -0.5 | 66 | 5.4% | 12% | -36% | i | 27 | -0.2% | i | 0.9 | -32%
CCOC(=O)c1c(NC(=O)CCl)sc(CN(C)C)c1-c1ccccc1 | 12% | 6.6 | 40 | 7.6% | -10% | -31% | i | 36 | -0.1% | i | 0.2 | -26%
C=CCN1C(=O)c2ccccc2Sc2ccc(C(=O)N3CCN(C)CC3)cc21 | 7% | 0.8 | 47 | 4.5% | -4% | -4% | i | 18 | 0.0% | i | 1.1 | -16%
CCOc1oc(-c2ccc(OC)cc2)nc1C(F)(F)F | 6% | 1.8 | 66 | -6.2% | 9% | -38% | i | 47 | -0.1% | i | 1.7 | 12%
Cc1cc(Cl)nc(Cl)c1C(=O)NC(=O)NCCC(C)C | 6% | 3.3 | 30 | 1.2% | 3% | -6% | i | 2 | 0.8% | i | 0.6 | -29%
CCCn1c(SCc2nc3sc(C)c(C)c3c(=O)[nH]2)nc2ccccc2c1=O | 7% | 17 | 90 | -0.5% | 9% | -34% | i | 31 | 0.2% | i | 2.4 | -20%
COc1ccc(CC(=O)NCc2ccc3c(c2)cc(C)n3C)cc1 | 26% | 0.2 | 67 | -2.6% | 3% | -18% | i | 3 | -0.2% | i | 1.7 | -40%
Cc1ccn2cc(CCNC(=O)Cc3cccs3)nc2c1 | -11% | -1.3 | 63 | 0.0% | 8% | -4% | i | 35 | 0.8% | i | 2.8 | -9%
O=C1CC(C(=O)Nc2ncccn2)C(c2ccccc2)O1 (stereo unspecified) | 10% | -2.3 | 74 | 3.6% | 0% | -36% | i | 6 | 0.9% | i | 0.8 | 17%

By substructure: the entries above with fluorine
SMILES | NOD2 inhibition | NTR1 agonist | NTR1 agonist cell count 20 µM | KOR beta-arrestin-1 | GPR55 antagonists | KOR beta-arrestin-2 | T cell modulator | T cell modulator vesicle-bound % | GPR55 beta-arrestin | Myeloid diff 2 | Myeloid diff 2 GFP+ MAC1+ % | NOD1 inhibition
FC(F)(F)c1ccccc1-c1nc(-c2ccncc2)no1 | 17% | -0.8 | 86 | -0.3% | 6% | -12% | i | 46 | 0.0% | i | 0.4 | -5%
CCOc1oc(-c2ccc(OC)cc2)nc1C(F)(F)F | 6% | 1.8 | 66 | -6.2% | 9% | -38% | i | 47 | -0.1% | i | 1.7 | 12%

New compounds follow
SMILES | NOD2 inhibition | NTR1 agonist | NTR1 agonist cell count 20 µM | KOR beta-arrestin-1 | GPR55 antagonists | KOR beta-arrestin-2 | T cell modulator | T cell modulator vesicle-bound % | GPR55 beta-arrestin | Myeloid diff 2 | Myeloid diff 2 GFP+ MAC1+ % | NOD1 inhibition
O=C(O)c1ccc2c(c1)C(=O)N(Cc1ccc3c(c1)OCO3)C2=O | 5% | -2.0 | 99 | -5.9% | -1% | 24% | i | 61 | 0.4% | i | 0.3 | 8%
CNc1ncc(-c2nnnn2-c2ccccc2)c(-c2ccccc2)n1 | 7% | 0.0 | 52 | . | -3% | -1% | i | 27 | -0.1% | i | 0.6 | 2%
Cc1sc(NC(=O)/C=C/c2ccco2)c(C(=O)O)c1C | -80% | 0.1 | 65 | -0.4% | -5% | -10% | i | 52 | 0.2% | i | 0.1 | -16%
Cc1ccc(S(=O)(=O)N(CC(=O)NCc2cccnc2)C2CCCCC2)cc1 | 2% | 0.6 | 90 | . | 10% | -22%[20 µM] | i | 43 | 0.2% | i | 0.3 | 0%
CCOC(=O)C1=C(C)NC(=O)NC1c1ccc(NC(C)=O)cc1 (stereo unspecified) | 11% | -0.1 | 64 | 1.9% | 14% | 18% | i | 32 | -0.2% | i | 4.1 | -25%
COc1ccccc1NC(=O)CSc1nc(O)cc(=O)n1-c1ccccc1OC | -6% | -1.4 | 65 | 4.8% | -28% | -18% | i | 14 | -0.1% | i | 8.2 | 25%
CCCn1c(CN2CCCCC2C)nc2c1c(=O)n(C)c(=O)n2C (stereo unspecified) | 16% | -0.5 | 65 | -4.6% | -10% | 4% | i | 36 | 0.8% | i | 2.3 | 3%
COc1ccc2c(c1)C(NS(=O)(=O)OCC(Cl)(Cl)Cl)CCC2 (stereo unspecified) | -3% | 7.0 | 86 | -0.8% | 11% | -44%[20 µM] | i | 23 | 0.0% | i | 1.9 | -9%
Cc1oc(-c2ccccc2Cl)nc1CS(=O)(=O)CC(=O)N1CCOCC1 | -10% | 0.6 | 83 | 2.4% | 9% | -8%[20 µM] | i | 13 | 1.2% | i | 2.3 | -10%
CC(C)c1cccc(C(C)C)c1NC(=O)COC(=O)C1=COCCO1 | 4% | -1.8 | 42 | -3.6% | -4% | 0% | i | 29 | 1.0% | i | 0.3 | -18%
N[C@H](CSCc1ccccc1)C(=O)Nc1ccc([N+](=O)[O-])cc1 | 18% | -0.8 | 77 | -2.3% | 3% | 0% | i | 26 | 0.0% | i | 0.6 | 7%
COc1ccc(C(=O)NCCC2=CCCCC2)cc1OC1CCN(C(C)C)CC1 | -1% | -0.5 | 56 | 2.8% | -1% | 1% | i | 27 | -0.1% | i | 1.6 | -30%
CSCC[C@H](NS(=O)(=O)c1ccc(C)cc1)C(=O)N1CCC(C(=O)N[C@@H](C)C(=O)O)CC1 | 6% | 0.8 | 94 | -0.5% | -7% | -34%[20 µM] | i | 25 | -0.1% | i | 1.9 | -40%
O=C(CC1Oc2ccccc2NC1=O)NCc1ccccc1 (stereo unspecified) | 7% | 1.8 | 47 | -1.8% | 4% | 18% | i | 39 | 0.4% | i | 1.3 | 3%
Cc1nn(C)c(C(=O)NCc2ccc(Cl)cc2)c1Cl | 47% | 0.8 | 69 | 2.0% | 4% | -4% | i | 28 | -0.2% | i | 1.5 | 42%
Cc1cc(C)c(S(=O)(=O)N2CCN(C(=O)N3CCCCC3)CC2)c(C)c1 | 6% | 0.5 | 63 | 0.1% | 8% | 0% | i | 50 | -0.2% | + | 0.8* | -13%
Cc1ccc(NC(=O)C2C3C=CC4(O3)C2C(=O)N(CCCN2CCCCC2)C4C(=O)NC2CCCCC2)cc1C (stereo unspecified) | -10% | 0.1 | 44 | 1.4% | 1% | -16% | i | 48 | -0.2% | i | 0.7 | -20%
O=C(NCCc1ccccc1)Nc1ccc2c(c1)OCO2 | -73% | -1.3 | 80 | -2.9% | 15% | 7% | i | 62 | -0.1% | i | 0.1 | -38%
O=C(Cc1coc(-c2ccc(F)cc2)n1)Nc1ccccc1 | -1% | 2.0 | 41 | 3.5% | 9% | -28% | i | 53 | -0.1% | i | 0.9 | -16%
COCCN(CCOC)S(=O)(=O)c1ccc(C(=O)Nc2nc(C)c(C(C)=O)s2)cc1 | . | 1.1 | 79 | 4.9% | 12% | -7% | i | 4 | -0.1% | i | 8.2 | .
Cc1ccc(-c2csc3nc4c5ccccc5c(NCCCN(C)C)nn4c(=O)c23)cc1 | -27% | 7.8 | 20 | 6.5% | 7% | -86% | i | 24 | 0.1% | i | 2.1 | -40%
CCOC(=O)c1ccc(N2C(=O)CC(N3CCC(C(=O)OCC)CC3)C2=O)cc1 (stereo unspecified) | 6% | -0.7 | 43 | 1.9% | -1% | -4% | i | 34 | -0.2% | i | 0.5 | 5%
COCCCNC(=O)c1ccc2c3c(onc13)-c1ccccc1C2=O | -84% | -0.5 | 56 | -0.8% | 84%* | -38% | i | 43 | -0.1% | i | 0.6 | -18%

Molecules shown so far with a furan ring, fused or not (2):
SMILES | NOD2 inhibition | NTR1 agonist | NTR1 agonist cell count 20 µM | KOR beta-arrestin-1 | GPR55 antagonists | KOR beta-arrestin-2 | T cell modulator | T cell modulator vesicle-bound % | GPR55 beta-arrestin | Myeloid diff 2 | Myeloid diff 2 GFP+ MAC1+ % | NOD1 inhibition
COC(=O)CNC(=O)COC(=O)C(Cc1ccccc1)NC(=O)c1ccco1 (stereo unspecified) | 11% | -3.0 | 70 | 5.9% | -6% | -3% | i | 42 | -0.2% | i | 0.4 | 18%
Cc1sc(NC(=O)/C=C/c2ccco2)c(C(=O)O)c1C | -80% | 0.1 | 65 | -0.4% | -5% | -10% | i | 52 | 0.2% | i | 0.1 | -16%

Screening results from PubChem.

This is a subset (hit frequency here may not be typical).
